TTR transcr act = TTR transcription activation, primary screen | SH-SY5Y TTR promoter Gaussia luciferase, luminescence; 100% = recombinant luciferase protein wells | activation, % at 16.7 µM | actives 1.3% (n = 92,000) | AID 1117267;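 active = activation above the mean of all tested compounds plus 3 SD, cut at about 9.5% in these data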;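 note: cells exposed to compounds for one day before reading; 0% = median of all test compound wells on the plate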
The depositor's hits bear a star. Only part of the results is shown; rates above refer to the full screens.

structure | TTR transcr act
COc1ccc(Cc2c(C(C)(C)C)nc3ccc(Cl)cn23)c(C)c1 | 0.8
Cc1nc2ccccc2nc(C)c1=NOCc1ccccc1Cl | 1.3
O=S(=O)(c1cccc2nsnc12)N1CCN(c2ccc(F)cc2)CC1 | -0.8
CC(=O)NC1(c2ccccc2)CCN(c2nc(C)cc(C)n2)CC1 | 3.6
COCCN1Cc2cccc(C(=O)NCc3cccs3)c2C1=O | -1.1
O=C(Nc1ccccc1C(=O)N1CCCCCC1)c1cccc(S(=O)(=O)N2CCOCC2)c1 | 3.5
CC1=NNC(=O)C1CC(=O)N/N=C/c1ccc(C)o1 (stereo unspecified) | 0.2
COc1ccc(NS(=O)(=O)c2cc(NC(=O)CC3CCCC3)ccc2N2CCOCC2)cc1 | 0.1
CCN1CCN(c2cc(C)c3cc(NC(=O)Cc4ccc(OC)c(OC)c4)ccc3n2)CC1 | 1.6
COc1ccc2cc(CCNC(=O)c3cccs3)c(=O)[nH]c2c1 | 0.5
O=C(c1cc(-c2cccnc2)nc2ccccc12)N1CCN(S(=O)(=O)c2ccc(Cl)s2)CC1 | -1.0
CCOc1ccc(CN2CCN(CC3=Cc4cccc(OC)c4OC3)CC2CCO)cc1 (stereo unspecified) | -2.0
CC(C)(C)S(=O)(=O)c1cnc(-c2ccccn2)nc1N | -0.2
CCN(CC)c1ccc(/C=C/C(=O)c2cccnc2)cc1 | -1.0
COc1ccc(C/C(C)=N/NC(=O)c2ccc(C)cc2C)cc1 | -0.2

Next part.
structure | TTR transcr act
COc1ccccc1N1CCN(S(C)(=O)=O)CC1 | 1.9
CCCCN(C(=O)c1ccc(-c2ccc(Cl)cc2)o1)c1c(N)n(CCCC)c(=O)[nH]c1=O | -0.7
Cc1ccc2nc(NC(=O)[C@H](C)N3C(=O)C4CC=CCC4C3=O)sc2c1 (stereo partly specified) | -0.3
NC(=O)c1cccnc1Nc1cccc(F)c1 | -0.4
Cc1ccc(NC(=O)C(Nc2ccccc2)c2ccccc2)cc1 (stereo unspecified) | 4.1
CCc1ccc(OCC2c3cc(OC)c(OC)cc3CCN2C(=S)NCCOC)cc1 (stereo unspecified) | 0.2
Cc1c(C(=O)NCCCN2CCCC2=O)oc2ccccc12 | 1.8
CCOC(=O)[C@H]1[C@H]2COc3ccc(Cl)cc3[C@@H]2N2C(=O)CNC(=O)[C@@]12C | 7.1
C=CCOc1ccccc1/C=N/NC(=O)Cc1ccc(C)cc1 | 0.9
Cc1ccc(Cc2c(-c3ccccc3)nc3ccc(Br)cn23)cc1 | 1.3
Cc1ccc(NC(=O)COC(=O)c2c[nH]c3ccccc23)cc1C | 8.8
COc1cccc(OCc2cc(C(=O)N3CCN(C4CCCC4)CC3)no2)c1 | 0.8
CCn1c(SCC(=O)Nc2ccc(F)cc2)nnc1C1CC1 | 2.5
COc1ccc(CN(C)CCCn2ccc(NC(=O)OCc3ccccc3)nc2=O)cc1OC | 1.9
CS(=O)(=O)N1CCCC(C(=O)Nc2ccccc2C(F)(F)F)C1 (stereo unspecified) | -0.4

(more compounds)
structure | TTR transcr act
COC(=O)CNC(=O)c1cn(CC(C)C)c(=O)c2cc(OC)c(OC)cc12 | -0.8
CC1CCN(c2nnc(N3CCC(C)CC3)c3ccccc23)CC1 | 15*
Cc1cc(C)c(C(=O)N2CCCC(CNS(=O)(=O)N(C)C)C2)o1 (stereo unspecified) | -1.0
N#C/C(=C\c1ccccc1)C(=O)Nc1cccnc1 | -1.1
COC(=O)c1c(-c2c(Cl)cccc2Cl)noc1NC(=O)NN1CCOCC1 | 0.5
Cn1cnnc1SCC(=O)Nc1ccccc1C(=O)NC1CC1 | 5.9
CCCCNC(=O)c1onc(CSc2cccc(OCC)c2)c1C(=O)O | -0.5
c1ccc(-c2cn3nc4c(nc3n2)CCCC4)cc1 | -1.7
CN(CC(=O)Nc1ccccc1Cl)CC(=O)Nc1c(F)cccc1F | 3.3
CCc1nnc(NC(=O)CSc2nnc(-c3ccccc3O)n2CC)s1 | 22*
O=C(O)c1cc(O)c2c(c1)C(=O)c1cc(O)cc(O)c1C2=O | -0.5
CNC(=O)Nc1cc(C(F)(F)F)cc(C(F)(F)F)c1 | 0.1
O=C(NNCc1ccc(O)cc1)c1ccccc1Cl | -0.8
C=CCC[C@@H](Cc1ccc(F)cc1)C(=O)OC[C@H](C)NC(=O)[C@@H](CC=C)CC(=O)N[C@@H](CO)Cc1ccccc1 | -3.2
COCCCNC(=O)c1cccc2c(-c3ccnn3C)coc12 | -1.2

Following part:
structure | TTR transcr act
COc1ccc(-c2ccc(C(=O)Nc3ccc(NC(C)=O)cc3)c3occc23)c(C)c1 | -1.1
CN1/C(=C/C(=O)C2CC2)C(C)(C)c2ccccc21 | -0.3
C=CCN(c1cccc(C(F)(F)F)c1)S(=O)(=O)c1cccc(C(=O)OCC(=O)NCCC)c1 | -2.0
C=CCn1c(SCC(=O)C23CC4CC(CC(C4)C2)C3)nc(O)cc1=O | 2.5
NC(=S)NNC(=S)Nc1ccccc1 | 1.1
COc1ccc(OC)c(C(C(=O)NC2CCCCC2)N(C(=O)c2snc(C(N)=O)c2N)c2ccccc2OC)c1 (stereo unspecified) | -2.5
Cn1c(N)c(C(=O)Nc2ccccc2F)sc1=S | -0.7
CCC(CC)C(=O)NCCc1ccc(OC)cc1 | -0.2
CN=C1c2ccccc2CN1c1cccc(C(=O)OC)c1 | 0.5
COc1cc(C)ccc1NC(=O)Cc1csc(NC(=O)Nc2ccccc2OC)n1 | -2.0
O=C(NCc1ccco1)c1ccccc1F | -0.1
Cc1ccc(S(=O)(=O)N(CC(=O)N=Nc2c(O)[nH]c3ccccc23)c2ccc(C)c(C)c2)cc1 | -1.1
O=C1N[C@@H](Cc2ccccc2)COC(=O)[C@H](Cc2ccc(F)cc2)CC/C=C/C[C@@H]1CC(=O)N(CCO)Cc1ccccc1 | -3.7
CC(C)NC(=O)C1CCN(C2CCN(Cc3nc(C(C)C)cs3)CC2)CC1 | 0.3
COc1ccc(C(=O)Cn2c(C(C)=O)nc3ccccc32)cc1 | -2.4

5 entries drawn at random from the list so far:
structure | TTR transcr act
CN=C1c2ccccc2CN1c1cccc(C(=O)OC)c1 | 0.5
COc1ccc(OC)c(C(C(=O)NC2CCCCC2)N(C(=O)c2snc(C(N)=O)c2N)c2ccccc2OC)c1 (stereo unspecified) | -2.5
NC(=S)NNC(=S)Nc1ccccc1 | 1.1
CN1/C(=C/C(=O)C2CC2)C(C)(C)c2ccccc21 | -0.3
C=CCn1c(SCC(=O)C23CC4CC(CC(C4)C2)C3)nc(O)cc1=O | 2.5

Remaining list, next part.
structure | TTR transcr act
CCCC[C@H]1C2CC(OC(=O)Nc3ccc(F)cc3)C(C2)[C@H]2CCCCN21 (stereo partly specified) | -0.7
CC(C)CCN(C(=S)Nc1cccc(F)c1)C1CCN(C(C)C)CC1 | 0.5
COc1cccc(CNC2CCCCCCC2)c1OC | -0.2
COC(=O)c1cccc(C23CC4(C2)[C@H](CN(Cc2cccnc2)[C@@H]4c2ccccc2)C3c2ccccc2)c1 (stereo partly specified) | -4.1
CC(=O)C1=C(c2ccccc2)OC(N)=C(C#N)C1c1ccccc1F (stereo unspecified) | -0.5
COc1ccccc1N1C(=S)NC2CS(=O)(=O)CC21 (stereo unspecified) | -1.2
Cc1ccc(S(=O)(=O)Nc2nnc(C3CCCCC3)s2)cc1 | -0.7
COc1ccccc1C1CC(=O)Nc2c1c(=O)n(C)c(=O)n2C (stereo unspecified) | -0.1
O=C(Cc1nc2ccccc2[nH]1)c1ccc(Br)cc1 | 0.1
Cc1cc(C)n(-c2ncc3c(n2)N(CCO)CCOC3=O)n1 | 0.8
O=C(O)CSc1nnc(-c2ccncc2)n1-c1ccc(Cl)cc1 | 2.0
COc1cc([N+](=O)[O-])ccc1NC(=O)CN1C(=O)NC2(CCCCC2C)C1=O (stereo unspecified) | -2.1
CN(C)C(CNC(=O)c1ccc(S(=O)(=O)N(C)C)cc1)Cc1ccccc1 (stereo unspecified) | 1.9
CCN(C(=O)COC(=O)c1n[nH]c2ccccc12)C1CCS(=O)(=O)C1 (stereo unspecified) | 2.3
CCc1nc2ccc(C(=O)Nc3ccc(NC(C)=O)cc3)cn2c1N(C)CCCc1ccccc1 | -1.5

(listing goes on)
structure | TTR transcr act
Clc1ccccc1CSc1cc2c(nn1)-c1ccccc1CC2 | -5.9
Cc1ccc(C)c(NC(=O)Cc2coc3cc4c(cc23)CCC4)c1 | -1.0
CC1CCN(c2nc(NCc3ccco3)nc(N)c2[N+](=O)[O-])CC1 | -3.4
CC(C)NC(=O)c1ccc(-c2ccc(F)c(F)c2)c2ccoc12 | -0.6
COc1cc(OC)cc(N2CC(C)(C)C2=O)c1 | 3.6
O=C1Nc2ccccc2O/C1=C\c1c(F)cccc1Cl | -0.9
O=C(Nc1cccc(S(=O)(=O)NC2=NCCC2)c1)c1ccc(=O)[nH]c1 | 2.3
O=C(c1ccc(F)cc1F)N1CCCN(c2nc(-c3ccccc3)ns2)CC1 | 3.7
CCCCN(C(=O)c1ccc(N(C)S(=O)(=O)c2ccc(C)cc2)cc1)c1c(N)n(CCCC)c(=O)[nH]c1=O | -3.0
CCc1nnc(NS(=O)(=O)c2ccc(NC(=O)/C=C/c3ccc(OC)cc3OC)cc2)s1 | 0.0
O=C(Nc1ccc2ccccc2c1)C1CC2CCC1C2 (stereo unspecified) | 2.9
CC(C)(C)c1ccc(C(=O)NCc2nnc(SCC(=O)NC3CCCCC3)o2)cc1 | 2.3
NC(=O)C1(N2CCCCC2)CCN(C2CC(=O)NC2=O)CC1 (stereo unspecified) | -1.4
COC(=O)Nc1ccc(S(=O)(=O)N2CCN(CCN3C(=O)C4C5C=CC(C5)C4C3=O)CC2)cc1 (stereo unspecified) | 5.1
Cc1ccc(C)c(NC(=O)c2ccc3c(c2)N(Cc2ccc(F)cc2)C(=O)CS3=O)c1 (stereo unspecified) | 1.0

Later entries
structure | TTR transcr act
CCCC(=O)N1CCc2cc(-c3nc(N)sc3C)ccc21 | -1.5
CC(=O)Nc1ccc2nc(NC(=O)COc3ccccc3C)sc2c1 | 0.8
COc1ccc([N+](=O)[O-])cc1NS(=O)(=O)c1cc(C(=O)NCc2cccnc2)ccc1Cl | 0.3
Cc1ccc(C(=O)NC2CCN(Cc3ccccc3)CC2)cc1S(=O)(=O)N1CCOCC1 | -1.7
COc1ccc(C(=O)N2CCC(N3CCN(c4ccccc4)CC3)CC2)cc1OC | -1.1
COc1ccc(-n2c(=O)c3ccccc3n(CC(=O)Nc3cc(C)on3)c2=O)cc1OC | 2.7
Nc1cc(=O)[nH]c(=S)n1-c1ccccc1 | 2.1
COc1ccc(C(=O)CCS(=O)(=O)c2ccc(C)cc2)cc1OC | -4.2
CC1CCN(c2ccc3nnc(CCC(=O)NCCCOC(C)C)n3n2)CC1 | 1.6
N/C(=N\c1nc2c(c(=O)[nH]1)CCC2)Nc1ccccc1 | -1.3
CCCCCCCCN1C(=O)[C@@H](CC(=O)NCCCCc2ccccc2)C[C@@]2(C(=O)OC)C1=C[C@H](COCc1ccccc1)O[C@@H]2C | 1.0
O=C(NC1CCCCC1)c1ccc(N2CCOCC2)c([N+](=O)[O-])c1 | -2.2
COC(=O)C1CCCN1C(C(=O)NC1CCCCC1)c1ccc(Cl)cc1 (stereo unspecified) | 6.6
O=C(C[C@H]1C=C[C@@H](NC(=O)c2ccncc2)[C@@H](CO)O1)NCC1CC1 | 2.8
N/C(=N\c1nc2c(c(=O)[nH]1)CCCC2)Nc1ccccc1Sc1ccccc1 | 1.4

Structures from the list above with a CF3 group, in the order listed:
structure | TTR transcr act
CS(=O)(=O)N1CCCC(C(=O)Nc2ccccc2C(F)(F)F)C1 (stereo unspecified) | -0.4
CNC(=O)Nc1cc(C(F)(F)F)cc(C(F)(F)F)c1 | 0.1
C=CCN(c1cccc(C(F)(F)F)c1)S(=O)(=O)c1cccc(C(=O)OCC(=O)NCCC)c1 | -2.0

The list goes on.
structure | TTR transcr act
O=C(CN1C(=O)c2ccccc2C1=O)NCc1ccc(F)cc1 | 1.7
C=CCNc1nc(N)c(C(=C(C#N)C#N)c2ccccc2)s1 | 0.8
Cc1cc(OCc2nc(-c3ccncc3)no2)cc(C)c1Cl | -0.9
O=C(COc1coc(CN2CCN(c3ccccc3F)CC2)cc1=O)NCC1CCCO1 (stereo unspecified) | 2.1
O=S(=O)(c1ccccc1)N1CCCC1c1cccs1 (stereo unspecified) | 1.2
O=c1oc2ccccc2c(NCCc2ccccc2)c1[N+](=O)[O-] | -0.1
COc1ccc(-c2nnnn2-c2ccccc2OC)cc1 | 2.4
CN(C)c1ccc(C=NNc2nc3c([nH]2)c(=O)n(C)c(=O)n3C)cc1 | -2.3
CCN1CCN(C(=O)c2ccc3c(=O)n(C4CCCC4)c(=S)[nH]c3c2)CC1 | -1.9
NC(=O)CC(NC(=O)Cc1cccc2ccccc12)c1ccc(NCc2ccccc2)c([N+](=O)[O-])c1 (stereo unspecified) | 0.2
CN(c1ccccc1)S(=O)(=O)c1ccc(Cl)c(C(=O)NC2=NCCS2)c1 | -1.4
COc1ccc(NC(=O)c2cc(C3CCCCN3C(=O)c3cc(OC)c(C)c(OC)c3)on2)c(C)c1 (stereo unspecified) | -1.1
COc1ccc(CNC(=O)C2CCCN(S(=O)(=O)c3c(C)noc3/C=C/N(C)C)C2)cc1 (stereo unspecified) | 0.7
CCn1nc(NS(=O)(=O)c2ccccc2)c2cc3cc(C)ccc3nc21 | -1.2
Fc1ccc(-c2nnc3ccc(N4CCCC4)nn23)cc1 | -0.5

Further results follow.
structure | TTR transcr act
CSCCC(NC(=O)c1ccccc1)C(=O)Nc1ccc(NC(C)=O)cc1 (stereo unspecified) | -0.4
FC(F)(F)c1cccc(NC(=S)Nc2ccc(Cl)c(Cl)c2)c1 | 0.0
CCN(CC)CCN1C(=O)C(=O)/C(=C(/O)c2c(C)[nH]c(C(=O)OC)c2C)C1c1cccnc1 (stereo unspecified) | 0.1
O=C(c1ccccc1Cl)N(Cc1ccc(Br)cc1)N1C(=O)CCC1=O | 1.0

From PubChem BioAssay
